RGS7-Gao – modulates binding of RGS7 to human Galphao. P09471. Multiplexed bead flow cytometry; actives lie on both sides. binding response (% of control), % at 10 µM. actives 0.35% (n = 220,000); in the data active = binding response below about 49% or above about 150%; inconclusive = no clear call, values can overlap the other calls; inactive = in between;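 also: fluorescent Galphao held in activated GDP-AlF4 state binding bead-coupled RGS7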
RGS8-Gao – regulators of human RGS8-Galphao interaction | actives 0.34% (n = 220,000) | AID 1423 | multiplexed bead flow cytometry, RGS8-Galphao binding; actives lie on both sides | response (percent of control binding), % at 10 µM; in the data active = response below about 60% or above about 140%; inactive = in between;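 also: Galphao activated as the GDP aluminium fluoride complex binding bead-coupled RGS8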
Bcl-2 Bim block – inhibitors of Bim-Bcl-2 interaction, human. P10415. actives 0.06% (n = 190,000). inhibition, % at 10 µM. Bead-based flow cytometry, Bim peptide-Bcl-2 binding. AID 950; in the data active = inhibition above about 40%; inconclusive = no clear call, values can overlap the other calls;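 also: 0% = no compound wells with probe peptide and 100% = reference peptide inhibitor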
Bim-Bcl-XL – human Bim-Bcl-XL interaction inhibition; AID 1007; inhibition, % at 10 µM; Bim peptide-Bcl-XL binding, bead flow cytometry, fluorescence; actives 0.04% (n = 190,000); Q07817
Target sequence (Q07817 whole entry, looked up): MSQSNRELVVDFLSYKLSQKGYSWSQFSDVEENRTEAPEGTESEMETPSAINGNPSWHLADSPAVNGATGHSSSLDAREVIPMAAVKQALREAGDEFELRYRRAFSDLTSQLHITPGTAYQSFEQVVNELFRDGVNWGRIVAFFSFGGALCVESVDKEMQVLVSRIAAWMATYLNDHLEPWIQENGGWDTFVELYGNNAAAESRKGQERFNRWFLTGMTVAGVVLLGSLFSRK
Bcl-W Bim block – inhibitors of Bim-Bcl-W interaction, human. actives 0.02% (n = 190,000). Q92843. bead-based flow cytometry, Bim peptide-Bcl-W binding. inhibition, % at 10 µM;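 also: 0% = bound tracer without compound and 100% = peptide blocker; higher means less fluorescent Bim peptide bound to Bcl-W beads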
Target sequence (Q92843 whole entry, looked up): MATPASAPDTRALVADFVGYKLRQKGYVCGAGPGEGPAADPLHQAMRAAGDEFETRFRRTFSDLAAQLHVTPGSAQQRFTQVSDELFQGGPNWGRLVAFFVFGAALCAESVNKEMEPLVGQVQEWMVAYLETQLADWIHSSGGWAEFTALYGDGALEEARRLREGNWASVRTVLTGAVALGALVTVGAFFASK
Bim-Mcl-1 – disrupts Bim peptide binding to human Mcl-1 | actives 0.1% (n = 190,000) | inhibition, % at 10 µM | Bead-based flow cytometry, Bim peptide-Mcl-1 binding | AID 1009 | Q07820;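 also: 0% = no compound tracer wells and 100% = peptide blocker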
Mcl1 Noxa PPI – disrupts binding of human Mcl-1 to Noxa peptide | TR-FRET Mcl-1/Noxa peptide binding, 2 h | inhibition, % at 21.7 µM | actives 1.5% (n = 220,000);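 active = compounds that cut the protein-peptide binding signal by more than 50% relative to plate controls in a single-dose test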;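 also: His-tagged Mcl-1 with rhodamine Noxa BH3 peptide and terbium anti-His antibody; 0% = Mcl-1 plus Noxa peptide wells and 100% = peptide-only wells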
Bim-Bfl-1 – human Bim-Bfl-1 interaction inhibition | Bead-based flow cytometry, Bim-Bfl-1 binding inhibition | inhibition, % at 10 µM | actives 0.12% (n = 190,000);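 also: 0% = wells without compound plus tracer and 100% = blocker peptide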
RGS4-Gao reg – human RGS4-Galphao interaction regulation | Multiplexed bead flow cytometry, RGS4-Galphao binding; actives lie on both sides | binding response (% of control), % at 10 µM | actives 0.33% (n = 220,000); in the data active = binding response below about 49% or above about 150%; inactive = in between;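 also: fluorescent Galphao activated with aluminum fluoride binding bead-coupled RGS4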
Mcl1 Bid PPI – disrupts binding of human Mcl-1 to Bid peptide; Q07820; TR-FRET Mcl-1/Bid-Dy647 peptide binding, 1536-well; inhibition, % at 21.7 µM; actives 0.97% (n = 220,000);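 active = compounds that cut the binding signal by more than half at the single screening dose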;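 also: His-tagged Mcl-1 with europium anti-His antibody binding Bid BH3 peptide; 0% = Mcl-1 plus peptide wells and 100% = peptide-only wells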
Bim-Bcl-B – disrupts Bim peptide binding to human Bcl-B; Q9HD36; bead-based flow cytometry; inhibition, % at 10 µM; actives 0.073% (n = 190,000); AID 951;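 also: 0% = tracer peptide without compound and 100% = reference inhibitor peptide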
Target sequence (Q9HD36 whole entry, looked up): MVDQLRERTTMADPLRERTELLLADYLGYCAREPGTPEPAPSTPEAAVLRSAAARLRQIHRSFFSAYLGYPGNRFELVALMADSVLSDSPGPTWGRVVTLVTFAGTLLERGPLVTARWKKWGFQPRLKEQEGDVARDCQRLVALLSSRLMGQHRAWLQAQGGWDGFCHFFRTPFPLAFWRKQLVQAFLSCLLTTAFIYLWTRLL
Starred values were filed as active, the others as inactive; ? = inconclusive; . = no result given. Rule as the data show it, unless noted: active = inhibition above about 40%.

SMILES	RGS7-Gao	RGS8-Gao	Bcl-2 Bim block	Bim-Bcl-XL	Bcl-W Bim block	Bim-Mcl-1	Mcl1 Noxa PPI	Bim-Bfl-1	RGS4-Gao reg	Mcl1 Bid PPI	Bim-Bcl-B
Cn1cc(C(=O)N2CCCCC2)c2ccccc21	?	100.7	-2.0	-2.0	-2.0	-2.0	-6.5	-8.0	98.7	-13.8	-7.0
C=CCOC(=O)C1=C(C)OC(N)=C(C(=O)OCC)C12C(=O)N(CC(N)=O)c1ccccc12 (stereo not given)	104.9	104.1	-5.0	-4.0	-1.0	-3.0	19.6	-3.0	103.6	-11.9	-7.0
CCOC(=O)c1c(C)n(COCCO)c2ccc(O)cc12	100.8	96.1	-2.0	-6.0	-2.0	-3.0	-2.7	-3.0	101.0	-13.6	-4.0
N=Cc1c(O)n(-c2ccccc2)c(=O)n(-c2ccccc2)c1=O	?	99.5	.	.	.	.	7.9	.	96.8	-3.0	.
CCOc1c(Cl)cc(CNC(C)C(O)c2ccccc2)cc1OC (stereo not given)	102.1	103.8	-2.0	-2.0	-3.0	0.0	-2.9	-7.0	101.2	-16.9	-1.0
O=C(CN1CCN(Cc2cccc(Cl)c2)C1=O)N1CCC2(CC1)OCCO2	98.1	98.9	3.0	-6.0	-2.0	-5.0	-6.3	-1.0	100.5	-10.2	-4.0
C=C(c1ccccc1)P(=O)(O)O	101.3	110.3	-1.0	-4.0	0.0	-5.0	29.7	0.0	101.2	13.6	-3.0
O=S(=O)(c1ccc(Cl)cc1Cl)N1CCCC1c1cccnc1 (stereo not given)	?	99.1	.	.	.	.	12.4	.	100.1	-3.7	.
Cc1ccsc1C(=O)C1CCCN(CCO)C1 (stereo not given)	98.7	101.6	-6.0	-5.0	-3.0	-3.0	-4.6	-8.0	98.1	-18.3	-8.0
COc1ccccc1-n1c(CNCC2CCCO2)nc2ccccc2c1=O (stereo not given)	101.8	100.5	0.0	-3.0	-2.0	-3.0	2.2	0.0	100.8	-21.9	-3.0
COc1ccc(-n2c(O)c(/C(C)=N/Nc3ccccc3)c(=O)[nH]c2=O)cc1	?	101.0	.	.	.	.	-4.3	.	100.1	-20.4	.
Cn1ccnc1P(=S)(c1nccn1C)c1nccn1C	93.8	99.7	-1.0	1.0	0.0	3.0	2.4	-3.0	97.6	-27.2	0.0

Next section (four carried over from the part before).
SMILES	RGS7-Gao	RGS8-Gao	Bcl-2 Bim block	Bim-Bcl-XL	Bcl-W Bim block	Bim-Mcl-1	Mcl1 Noxa PPI	Bim-Bfl-1	RGS4-Gao reg	Mcl1 Bid PPI	Bim-Bcl-B
Cc1ccsc1C(=O)C1CCCN(CCO)C1 (stereo not given)	98.7	101.6	-6.0	-5.0	-3.0	-3.0	-4.6	-8.0	98.1	-18.3	-8.0
COc1ccccc1-n1c(CNCC2CCCO2)nc2ccccc2c1=O (stereo not given)	101.8	100.5	0.0	-3.0	-2.0	-3.0	2.2	0.0	100.8	-21.9	-3.0
COc1ccc(-n2c(O)c(/C(C)=N/Nc3ccccc3)c(=O)[nH]c2=O)cc1	?	101.0	.	.	.	.	-4.3	.	100.1	-20.4	.
Cn1ccnc1P(=S)(c1nccn1C)c1nccn1C	93.8	99.7	-1.0	1.0	0.0	3.0	2.4	-3.0	97.6	-27.2	0.0
O=[N+]([O-])c1ccc(Nc2ccccc2)cc1	98.2	97.9	-9.0	-4.0	-4.0	-5.0	1.2	-7.0	97.5	-19.8	-8.0
CCCOC(=O)C1C2c3ccccc3C(c3ccccc32)C1C(=O)O (stereo not given)	107.7	102.2	0.0	-1.0	-2.0	-2.0	20.1	-5.0	106.1	-2.0	-1.0
Cc1cc(OCC(=O)OC(C)C)c2c3c(c(=O)oc2c1)CCCC3	94.2	99.1	2.0	-1.0	-1.0	0.0	-28.8	0.0	98.3	9.5	3.0
CC(C)N1CCN(Cc2cccc3c2OCO3)CC1CCO (stereo not given)	105.3	100.4	-3.0	0.0	-1.0	2.0	-1.8	-5.0	102.3	-46.6	-2.0
O=P(OCC(F)(F)C(F)F)(N1CCOCC1)N1CCOCC1	113.7	102.4	-12.0	-5.0	-2.0	-3.0	-2.7	-11.0	102.6	11.6	-9.0
CCOC(=O)C1=C(C)OC(N)=C(C(=O)OCC)C12C(=O)Nc1ccc(Br)cc12 (stereo not given)	99.1	121.7	-3.0	-4.0	-4.0	-5.0	-0.1	0.0	106.3	-11.6	-1.0
COc1ccc(-n2c(/C=C3\C(=O)Nc4ccccc43)nc3ccccc3c2=O)cc1	97.0	102.8	-2.0	-1.0	-2.0	-2.0	18.3	-4.0	100.7	-1.2	-5.0
CCOC(=O)c1c(NC(NC(=O)CF)C(Cl)(Cl)Cl)sc2c1CCCC2 (stereo not given)	104.6	100.0	-5.0	-6.0	0.0	-2.0	25.7	2.0	99.7	-42.0	-15.0
Cc1cccc(-n2c(C)nc3ccccc3c2=O)c1C	101.5	103.2	-3.0	0.0	-1.0	-1.0	-0.4	-6.0	98.9	-12.8	-1.0
O=C1C2CCN(CC2)C1Cc1ccccc1O (stereo not given)	105.1	104.4	-6.0	-9.0	-3.0	-3.0	12.2	-7.0	105.6	6.7	-6.0
O=c1[nH]c(=O)n(-c2cccc(Cl)c2)c(O)c1/C=N/c1ccccn1	93.8	98.7	-2.0	0.0	-1.0	-2.0	13.9	-3.0	93.4	-23.5	0.0
CC(NCc1ccc(Cl)cc1Cl)C(O)c1ccccc1 (stereo not given)	98.4	103.2	-1.0	-3.0	-2.0	-3.0	12.2	-2.0	101.8	-19.3	-3.0

Three of the compounds above, in CSV form.
Structure,RGS7-Gao,RGS8-Gao,Bcl-2 Bim block,Bim-Bcl-XL,Bcl-W Bim block,Bim-Mcl-1,Mcl1 Noxa PPI,Bim-Bfl-1,RGS4-Gao reg,Mcl1 Bid PPI,Bim-Bcl-B
Cc1cc(OCC(=O)OC(C)C)c2c3c(c(=O)oc2c1)CCCC3,94.2,99.1,2.0,-1.0,-1.0,0.0,-28.8,0.0,98.3,9.5,3.0
CC(C)N1CCN(Cc2cccc3c2OCO3)CC1CCO (stereo not given),105.3,100.4,-3.0,0.0,-1.0,2.0,-1.8,-5.0,102.3,-46.6,-2.0
O=P(OCC(F)(F)C(F)F)(N1CCOCC1)N1CCOCC1,113.7,102.4,-12.0,-5.0,-2.0,-3.0,-2.7,-11.0,102.6,11.6,-9.0

Screening data: PubChem BioAssay, several laboratories

The list is partial. The share of hits here may be higher or lower than overall.
